Screens: PubChem, National Center for Advancing Translational Sciences (NCATS)
HepG2 viability: kills HepG2 cells in TGF-b inhibitor counter-screen. HepG2 CAGA-GFP viability, ATP luminescence, 18 h. Potency, µM (doses to about 46.1 µM), for the others: at the top dose activity change, negative = cytotoxicity, most hits filed as cytotoxic. 410,000 compounds, 0.76% hits. AID 588856; also: potency is read from the fitted curve at half-maximal effect; some results filed as inactive show a strong effect at the top dose
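HepG2 CAGA-GFP cells (1000/well, DMEM with 1% FBS) received compound, then TGF-beta at 500 pg/mL final, and were incubated 18 hours at 37 degrees C. Viability was read by CellTiter-Glo luminescence. Media-only wells were set as complete cell-killing and DMSO as no toxicity.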
MCF10A rereplic: inducers of DNA re-replication in MCF 10A breast cells | MCF 10A DNA re-replication, Hoechst nuclear intensity, 48 h | Potency, µM (titrated, usually from 46.1 µM), inactives show at the highest dose activity, positive = re-replication, actives largely listed as activators | 350,000 compounds, 2.9% hits; also: potency is read from the fitted curve at half-maximal effect; % of control where 0% means no effect; nearly all actives have a fitted effect of over 50% in size
A549 tox: A549 cytotoxicity, counter-screen for Nrf2 inhibitors; Potency, µM (doses to about 46 µM), without a hit: at the highest dose activity change, negative = cytotoxicity, actives largely listed as inhibitors; A549 ARE-Fluc cells, CellTiter-Fluor viability, 18-24 h; 390,000 compounds, 0.16% hits; AID 504648; also: potency is read from the fitted curve at half-maximal effect; % is scaled to controls: 0 for no effect and ±100 for the full control effect
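A549 ARE_Fluc cells in 5% FBS OPTI-MEM were exposed to compounds in concentration-response for 18-24 h at 37 deg C. Viability was read by CellTiter-Fluor fluorescence (Ex 405/Em 525) after 30 min, before the luciferase read.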
Nrf2 ARE act: activators of Nrf2 (ARE) signaling; 410,000 compounds, 0.31% hits; Potency, µM (series often up to 46.1 µM), without a hit: at the top dose activation, hits mostly activators; AREc32 ARE-luciferase reporter (MCF7-derived line), luminescence, 24 h; also: potency is read from the fitted curve at half-maximal effect; % of control where 0% means no effect; nearly all actives have a fitted effect of over 65% in size
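Steps: seed AREc32_Fluc cells (1000/well, 5% FBS OPTI-MEM); incubate overnight at 37 deg C; add 23 nL compound; incubate 24 hr; add Steady-Glo; hold 30 min RT; read luminescence.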
IL-1B inflam inh: blocks inflammasome-driven IL-1 beta release. THP-1 LPS/ATP IL-1B secretion, AlphaLISA, 16 h; stronger effect = lower value. activity change, % at 57.5 µM. 360,000 compounds, 4.7% hits. AID 743279; in the data active = activity change below about -50%; inconclusive = mostly about -30% to -49%; also: % is scaled to controls: 0 for no effect and ±100 for the full control effect
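THP-1 cells pretreated 1 hr with compounds (up to 57.5 uM final), then stimulated with LPS (250 ng/mL final) plus ATP (1.25 mM final); secreted IL-1B measured by AlphaLISA after 16 hr, decreased signal indicating inhibition.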
TGFb SMAD3 inh: TGF-b pathway inhibition. Potency, µM (doses to about 46.1 µM), inactives show top-dose activity, negative = inhibition, most hits filed as inhibitors. 410,000 compounds, 1.2% hits. HepG2 CAGA-GFP TGF-b/SMAD3 reporter, GFP fluorescence, 18 h; TGF-beta stimulated, 500 pg/mL final; also: potency is read from the fitted curve at half-maximal effect; % is scaled to controls: 0 for no effect and ±100 for the full control effect; nearly all actives have a fitted effect of over 65% in size
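First, reporter cells (HEPG2 CAGA-GFP) rested 2 h at 37 degrees C. Next, compounds were pinned in and TGF-beta added to 500 pg/mL final. After 18 h, GFP was imaged per cell and summed per well.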
Nrf2 block: Nrf2 pathway inhibition | A549 ARE-Fluc reporter, luciferase luminescence, 18-24 h | Potency, µM (titrated, usually from 46 µM), for inactives: top-dose activity change, negative = inhibition, most hits filed as inhibitors | 360,000 compounds, 2.1% hits | AID 504444; also: potency is read from the fitted curve at half-maximal effect; % is scaled to controls: 0 for no effect and ±100 for the full control effect; nearly all actives have a fitted effect of over 60% in size
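Nrf2 function is reported as luminescence of an ARE-controlled luciferase in A549 cells. Compounds were tested at several concentrations, and a CellTiter-Fluor read on the same wells flagged cytotoxicity.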
ATXN2 expr inh: reduces ATXN2 reporter expression in HEK-293 cells. Potency, µM (top dose mostly 57 µM), for the others: at the top dose activity change, negative = inhibition, hits mostly inhibitors. HEK-293 ATXN2-luciferase reporter, luminescence, 24 h. 360,000 compounds, 0.72% hits. AID 1745845; also: potency is read from the fitted curve at half-maximal effect; % is scaled to controls: 0 for no effect and ±100 for the full control effect; nearly all actives have a fitted effect of over 55% in size
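qHTS (up to 57 uM final) was run with 24 h compound exposure of reporter cells at 37 °C. Each well was multiplexed: SteadyGlo luminescence measured ATXN2-luciferase expression after a fluorogenic Gly-Phe-AFC viability readout (25 uM final).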
S2 tox: viability counter-screen for ATXN expression inhibitors; 400,000 compounds, 0.49% hits; Potency, µM (top dose mostly 56.7 µM), hits mostly cytotoxic; S2 cells (HEK-293 line with an ATXN2-luciferase reporter) viability, CellTiter-Fluor protease fluorescence, 24 h; AID 651635; also: potency is read from the fitted curve at half-maximal effect; nearly all actives have a fitted effect of over 40% in size
* marks the source's active call; other numbers are inactive results; i = inactive; ? = inconclusive; . = no result given; & = joins results of further samples; [ ] = dose if it differs, or a comment. Unless noted, calls follow the shape of the dose curve; as a rule, active = well fitted curve in the direction sought with a large enough effect; inconclusive = small, poorly fitted or top-dose-only effect, or another doubt; inactive = no such curve, though single readings can be large; an effect the other way counts as inactive or inconclusive.

SMILES,IL-1B inflam inh,S2 tox,Nrf2 ARE act,Nrf2 block,HepG2 viability,A549 tox,MCF10A rereplic,TGFb SMAD3 inh,ATXN2 expr inh
COc1cc(C(=O)Nc2nnc(C3=COCCO3)o2)cc(OC)c1OC,i,i,-1.1%,-7%,9%,-11%,0%,-7%,-4%
c1ccc(CSc2snnc2-c2ccccc2)cc1,-2,i,2.8%,3%,-8%,7%,1%,0%,9%
CCC(=NOCc1ccccc1)C(=O)NNS(=O)(=O)c1ccc(C)cc1,16,i,-0.1%,-5%,-35%,-1%,8%,-12%,-1%
Cn1cc(S(=O)(=O)N2CCCCCC2)cc1C(=O)N1CCN(c2ccc(F)cc2)CC1,.,?,4.7%,.,-5%,8%,.,?,-13%
COc1ccc(OC)c(NC(=O)c2cnc(N3CCCCC3)c3ccccc23)c1,.,.,-0.9%,.,-3%,-4%,.,1%,.
COc1ccc(-c2nc3ncccc3o2)cc1NC(=O)c1cccs1,-6,i,1.8%,-15%,0%,0%,?,4%,2%
C(=N\n1cnnc1)/c1ccc(N2CCOCC2)cc1,-7,i,-1.0%,.,18%,-14%,-10%,-18%,6%
O=C1CC(C(=O)Nc2ccccc2)N=C(N2CCCCC2)N1 (stereo unspecified),32,i,0.4%,18%,-20%,0%,-9%,-6%,7%

Later entries
SMILES,IL-1B inflam inh,S2 tox,Nrf2 ARE act,Nrf2 block,HepG2 viability,A549 tox,MCF10A rereplic,TGFb SMAD3 inh,ATXN2 expr inh
COCC(=O)Nc1ccccc1NC(C)=O,0,i,0.0%,12%,1%,-1%,0%,-7%,27%
CCCCNC(=O)c1cc2nc(-c3ccc(OC)cc3)cc(C(F)(F)F)n2n1,-6,.,0.5%,.,-1%,.,.,-3%,.
Cc1ccc2c(CC(=O)OCC(=O)N(CC(C)C)c3c(N)n(Cc4ccccc4)c(=O)[nH]c3=O)coc2c1,-25,i,2.6%,10%,-170%,-1%,?,?,-4%
COc1cccc(CNC(=O)c2ccc3c(c2)N(Cc2ccc(F)cc2Cl)C(=O)c2ccccc2S3)c1,.,.,-0.6%,?,-10%,0%,.,?,.
COc1ccc(C2=C(C)C(=O)N(Cc3ccc(C(=O)Nc4cccc(F)c4)cc3)S2(=O)=O)cc1,.,i,0.8%,?,-11%,0%,.,?,-16%
COc1ccc(CN2CCSCC2)cc1C,0,i,0.1%,3%,-1%,3%,-4%,2%,0%
N/C(=N\OC(=O)c1cccnc1)c1ccc(Cl)cc1Cl,-8,i,2.6%,?,0%,10%,0%,13%,26%
Cn1c(CSCc2ccccc2)nnc1SCC(=O)Nc1nccs1,26,.,-0.3%,?,4%,-11%,15%,?,.

Additional entries.
SMILES,IL-1B inflam inh,S2 tox,Nrf2 ARE act,Nrf2 block,HepG2 viability,A549 tox,MCF10A rereplic,TGFb SMAD3 inh,ATXN2 expr inh
O=C(Nc1cccc(Cl)c1)Nc1ccc(Cl)cn1,4,i,3.9%,?,11%,-9%,-1%,22%,5%
CCOC(=O)C1=C(COC(=O)c2ccc(Cl)c(S(=O)(=O)N3CCOCC3)c2)NC(=O)NC1C (stereo unspecified),-2,i,-0.3%,-13%,-16%,3%,5%,-9%,8%
CCOC(=O)CSc1nccc(N(C)C)c1C#N,-70*,i,-0.6%,.,-1%,-1%,-7%,-4%,1%
CCc1ccc(N2C(=O)CN(Cc3sccc3C)C2=S)cc1,-4,i,0.2%,9%,2%,-2%,-2%,-12%,2%
CCOc1ccccc1C(=O)NC(C(=O)NCCc1ccccn1)C(C)C (stereo unspecified),-7,i,-0.2%,-39%,-2%,-2%,-6%,3%,1%
Cc1ccc(N(CC(=O)N2CCN(c3ccc(F)cc3)CC2)S(=O)(=O)c2c(C)noc2C)cc1,-16,?,0.6%&-0.4%,12%&-15%,-19%&-30%,-3%&3%,16%,?,?
CCn1cnc2sc(-c3ccccc3)cc2c1=O,-1,i,6.5%,?,5%,-3%,22%,30%,63%[activator]
COC(=O)c1cc(Br)c(=O)n(CCC2=CCCCC2)c1,17,i,-0.2%,3%,-5%,-4%,-3%,1%,8%

(listing goes on)
SMILES,IL-1B inflam inh,S2 tox,Nrf2 ARE act,Nrf2 block,HepG2 viability,A549 tox,MCF10A rereplic,TGFb SMAD3 inh,ATXN2 expr inh
O=C(CN1C(=O)COc2ccc(Cl)cc21)Nc1cccc(F)c1,.,i,6.9%,.,-15%,0%,.,-18%,?
Cc1cc(Nc2sc(C(=O)c3ccc(F)cc3)c(N)c2C(=O)Nc2ccc(F)cc2)ccc1Cl,.,?,-1.5%,.,-58%,16µM*,.,?,?
CC(C)(C)c1cc(NC(=O)COC(=O)c2ccc(O)cc2O)n(-c2ccccc2)n1,-56*,?,5.7%,?,0%,-19%,11%,-17%,2%
COc1ccc(CC(=O)N2CCCc3ccccc32)cc1OC,12,i,1.7%,-19%,-7%,-1%,-1%,0%,-20%
NC(=O)C1CCN(c2nc(-c3ccc4c(c3)OCCO4)cs2)CC1,.,i,-0.7%,-3%,-9%,-2%,2%,-6%,4%
CC(C)c1ccc(/C=C/C(=O)O)cc1,-6,i,-0.7%,6%,13%,-1%,-8%,7%,-5%
CC(=O)Nc1cc(C(F)(F)F)ccc1N1CCOCC1,17,i,-0.8%,11%,-20%,-1%,-3%,4%,-1%
O=C(c1ccccc1)N1CCN(C(=O)c2cccnc2)CC1,-1,i,0.3%,-21%,-9%,6%,-1%,-13%,.

More compounds:
SMILES,IL-1B inflam inh,S2 tox,Nrf2 ARE act,Nrf2 block,HepG2 viability,A549 tox,MCF10A rereplic,TGFb SMAD3 inh,ATXN2 expr inh
COc1ccc(-n2nc(C(=O)NCC(=O)NCCCN3CCOCC3)c3ccccc3c2=O)cc1Cl,-7,i,3.9%,-9%,-10%,-3%,2%,-2%,-14%
COc1cc(NC(=O)c2c3c(nc4ccccc24)C(=O)N(C2CCCCC2)C3)cc(OC)c1,.,.,1.2%,?,2%,6%,.,27%,.
CC(=O)C1=C(O)C(=O)N(c2ccc(Br)cn2)C1c1cccc([N+](=O)[O-])c1 (stereo unspecified),-10,i,0.6%,13%,-1%,-1%,-1%,4%,-9%
Cc1ccc(CNC(=O)CC2Oc3ccc(Cl)cc3NC2=O)cc1 (stereo unspecified),.,.,-0.7%,-4%,-10%,-1%,.,-6%,.
Cc1ccc(NC(=O)c2cc(-c3ccccc3)n[nH]2)cc1,-75*,i,5.0%,?,2%,15%,20%,-1%,33%[activator]
Cn1c(C(=O)NCCCN2CCN(c3ccccc3F)CC2)cc2c(=O)n(C)c3ccccc3c21,?,?,0.7%,15%,-19%,-12%,?,2%,-22%
COc1ccc(OCC(O)CNC(=O)Nc2ccccc2)cc1 (stereo unspecified),5,?,0.5%,-9%,-11%,-7%,-6%,2%,2%
CSCCC(NC(=O)COc1ccccc1)C(=O)OCC(=O)c1cc2ccccc2o1 (stereo unspecified),40,i,2.6%,11%,-6%,13%,2%,4%,2%

Continuation.
SMILES,IL-1B inflam inh,S2 tox,Nrf2 ARE act,Nrf2 block,HepG2 viability,A549 tox,MCF10A rereplic,TGFb SMAD3 inh,ATXN2 expr inh
O=C(NCc1cccc(Cl)c1)c1ccc(S(=O)(=O)Nc2cccc(C(F)(F)F)c2)cc1,-78*,i,4.8%,?,10µM*,1%,?,?,-6%
CCC(CC)C(=O)Nc1cccc(C(=O)Nc2ccc3c(c2)OCO3)c1,-17,?,3.3%,4%,-2%,-12%,-4%,-1%,38%
O=C(CCCN1C(=O)CCC1=O)Nc1ccc(Br)cc1F,9,i,0.2%,.,-54%,-5%,-10%,5%,0%
Cc1ccc(CNC(=O)C2CCCN(S(=O)(=O)c3c(C)[nH]c(=O)[nH]c3=O)C2)cc1 (stereo unspecified),3,i,0.0%,-4%,8%,6%,?,-1%,1%
O=C(NCc1cccnc1)C1CCC(CNS(=O)(=O)c2cccc3nsnc23)CC1 (stereo unspecified),-4,i,-0.6%,?,3%,-1%,14%,2%,-20%
CC(C)(C)C1CCC(OC(=O)C[N+]2(C)CCCC2)CC1 (stereo unspecified),8,i,-0.2%,3%,17%,-15%,?,20%,-21%
CCOC(=O)C1=C(c2ccccc2)NC(=O)NC1c1ccc(OC)cc1 (stereo unspecified),60,i,0.3%,-20%,10%,-1%,-1%,0%,-9%
Cc1ccc2nc(-c3cccnc3)c(NC3CCCCC3)n2c1,35,i,-0.2%,9%,5%,4%,8%,-4%,-9%

Additional records.
SMILES,IL-1B inflam inh,S2 tox,Nrf2 ARE act,Nrf2 block,HepG2 viability,A549 tox,MCF10A rereplic,TGFb SMAD3 inh,ATXN2 expr inh
CCOc1nc2c(c(-c3cccs3)c1C#N)Cc1ccccc1-2,.,i,0.4%,-1%,-5%,-6%,?,-2%,-2%
CCOC(=O)CNC(=O)CSc1nnc(-c2ccco2)n1N,-1,?,-0.7%,-1%,-19%,-10%,0%,-3%,6%
CC(=O)OC(C=C(C)C)C/C(C)=C/COc1c2ccoc2cc2oc(=O)ccc12 (stereo unspecified),1,?,5.7%,-12%,4%,-1%,-12%,-23%,?
Cc1ccc(OCC(=O)N/N=C/c2ccc([N+](=O)[O-])o2)cc1,-25,?,4.0%,21µM*,10µM*,-25%,-5%,10µM*,?
S=c1cn[nH]c2ccccc12,-11,i,5.5%,3%,-22%,-6%,0%,-1%,19%
O=C(Nc1ccc(F)c(F)c1)C(c1ccccc1)N1Cc2ccccc2C1=O (stereo unspecified),.,.,4.7%,-7%,-37%,?,.,?,.
CC(=O)N(Cc1cccnc1)c1nc2c(C)cccc2s1,.,.,0.4%,.,-28%,6%,.,2%,.
Cc1c(C)c2ccc(OC(C)C(=O)N3CC[C@@]4(O)CCCC[C@H]4C3)c(C)c2oc1=O (stereo partly specified),-23,i,3.8%,-20%,-11%,5%,12%,17%,2%
